# Assay outcomes: PubChem, several laboratories
# NS5 inhibitors: Dengue-2 NS5 methyltransferase inhibitors, primary screen, biochemical, confirmation dose response (AID 588689); Dengue-2 NS5 methyltransferase capping enzyme assay, biochemical; higher % means a stronger effect; inhibition, % at 25 µM; hits with a dose series show IC50 in µM; hit rate 0.3% among 340,000; in the data active = a potency from the dose series
# Autophagy HCS: autophagy modulators in MEF cells, primary screen, imaging, high-content, MEF GFP-LC3; AID 463193, 2010; MEF GFP-LC3 puncta imaging; test concentration mostly 10 µM; hit rate 0.98% among 190,000; calls only at 10 µM (by protocol);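 active = percentage of spot-positive cells more than 3 SD above its plate mean, without a fluorescence outlier flag or 80% toxicity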;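 note: spot-positive cell cutoff set from DMSO-treated cells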
# WT yeast gro inh: growth inhibition of WT strain, primary screen, mitochondrial fusion inhibitor project, WT and mutant strains, chemical genetic; hit rate 2.1% among 190,000; mitochondrial fusion phenotypic screen; inhibition, % at 10 µM; in the data active = inhibition above about 58%; tested in S. cerevisiae
# GPR35 antagonists: GPR35 antagonists blocking zaprinast-driven arrestin recruitment, primary screen, imaging, U2OS, beta-arrestin-GFP, zaprinast agonist (AID 2058); G-protein coupled receptor 35 (Homo sapiens); U2OS GPR35 beta-arrestin-GFP translocation imaging, zaprinast antagonism; higher % means a stronger effect; one-dose inhibition, % at 10 µM; IC50 in µM for titrated hits; hit rate 0.052% among 290,000;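 active = inhibition of at least 50% with at least 30 cells and total cytoplasm GFP at most 10,000,000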
# LYP phosphatase: inhibitors of LYP phosphatase, biochemical, fluorescence intensity, uHTS (AID 1779); Tyrosine-protein phosphatase non-receptor type 22 (Homo sapiens); recombinant LYP phosphatase, fluorescence intensity; higher % means a stronger effect; inhibition, % at 11.5 µM, or IC50 in µM where a hit was titrated; hit rate 0.054% among 290,000; in the data active = inhibition above about 50%;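 note: plate controls were vehicle with enzyme for no effect and no enzyme for full effect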
# AID2073: inhibitors of Mint1-CaV2.2 protein interaction, biochemical, HTRF (AID 2073). Voltage-dependent N-type calcium channel subunit alpha-1B (Homo sapiens). HTRF protein-protein interaction, Mint1-CaV2.2; higher % means a stronger effect. inhibition, % at 20 µM; hits with a dose series show IC50 in µM. hit rate 0.19% among 290,000; in the data active = inhibition mostly above about 51%, no sharp cut-off; note: some results filed as inactive read as strong as hits
# RSV antiviral HEp-2: RSV antiviral activity via CPE protection, HEp-2 cells, primary 10 µM value included (AID 2391). HEp-2 cells, RSV-induced CPE inhibition; higher % means a stronger effect. CPE inhibition, % at 10 µM, or IC50 in µM where a hit was titrated. hit rate 0.13% among 310,000; in the data active = a potency from the dose series; note: strong numbers were not always called active
# K1F lysis inhibition: inhibition of K1F phage lysis, E. coli UTI89, bacterial capsule biogenesis inhibitors, alamar blue (AID 488966). inhibition, % at 100 µM, or IC50 in µM where a hit was titrated. E. coli UTI89 K1F phage lysis, alamar blue, 2 h; higher % means a stronger effect. hit rate 0.02% among 340,000;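 active = phage lysis inhibition, versus mean bacterial control, above a set limit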;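 note: capsule biogenesis inhibitors block K1F phage lysis so surviving cells raise fluorescence; higher fluorescence means more inhibition of phage lysis; actives were called in the ten point dose series up to 300 µM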
# NTR1 ag: agonists of NTR1, primary screen, imaging, U2OS cells, beta-arrestin-GFP, high content (AID 493036); activation, % at 20 µM; hit rate 0.17% among 330,000; Neurotensin receptor type 1 (Homo sapiens), P30989; NTR1-U2OS beta-arrestin-GFP spot imaging, agonist mode;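 active = activation at or above 40% of the spot to cytoplasm intensity ratio, with at least 20 cells analyzed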;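 note: 0% = DMSO without peptide and 100% = 100 nM NTR1 peptide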
# Target sequence (P30989 whole entry, looked up): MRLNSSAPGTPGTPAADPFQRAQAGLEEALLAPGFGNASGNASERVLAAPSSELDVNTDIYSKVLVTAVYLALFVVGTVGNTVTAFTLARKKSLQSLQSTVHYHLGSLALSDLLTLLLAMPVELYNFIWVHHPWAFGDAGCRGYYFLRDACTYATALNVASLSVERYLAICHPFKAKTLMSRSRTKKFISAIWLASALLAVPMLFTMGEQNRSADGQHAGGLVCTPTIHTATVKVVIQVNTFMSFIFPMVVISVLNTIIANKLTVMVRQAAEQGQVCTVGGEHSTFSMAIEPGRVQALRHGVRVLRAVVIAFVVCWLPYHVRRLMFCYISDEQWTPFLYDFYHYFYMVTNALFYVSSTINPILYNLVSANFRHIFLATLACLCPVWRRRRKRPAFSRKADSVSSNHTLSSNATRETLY
# WT yeast gro inh mutant strain: further read-out of WT yeast gro inh, marked with its call; inhibition, %; mitochondrial fusion phenotypic screen, mutant strain inhibition
# Autophagy HCS cell loss 18 h: also measured in Autophagy HCS; calls as there; toxicity, %; measured here: cell loss, nuclei count;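 cell loss after 18 h compound exposure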
# NTR1 ag cell count 20 µM: also measured in NTR1 ag; calls as there; cell count; measured here: cell count, cytotoxicity flag
# * marks the source's active call; other numbers are inactive results; i = inactive; · = not tested or not shown; [ ] = remark or other dose. This is a random part of the collection, and some 2.6% of all compounds hit somewhere here.
SMILES,NS5 inhibitors,Autophagy HCS,Autophagy HCS cell loss 18 h,WT yeast gro inh,WT yeast gro inh mutant strain,GPR35 antagonists,LYP phosphatase,AID2073,RSV antiviral HEp-2,K1F lysis inhibition,NTR1 ag,NTR1 ag cell count 20 µM
COc1cc2c(cc1NC(=O)CSc1nnnn1-c1ccccc1)oc1ccccc12,3%,i,23,0,11,0%,-8%,11%,27%,-0.2%,5.1,58
COc1c(F)c(F)c(C(=O)Nc2ccc(N3CCN(C(C)=O)CC3)c(Cl)c2)c(F)c1F,-4%,i,-11,16,-3,1%,0%,-6%,1.8%,3.3%,7.0,53
CN1CCN(CC(=O)Nc2c(C(=O)c3ccccc3)oc3ccccc23)CC1,-3%,·,·,·,·,5%,-4%,-7%,-0.3%,1.1%,-0.5,49
CCCCN(CC)C(=O)C1CCC(=O)N(c2ccc(OC)cc2)C1c1ccc(OC)c(OC)c1 (centres undefined),0%,i,3,·,·,·,·,·,1.7%,0.6%,-0.1,79
COC(=O)c1sccc1NC(=O)c1cc(C)on1,8%,i,-3,-1,-14,-10%,5%,8%,0.3%,i,1.1,81
CCc1cc(=O)oc2cc(C)cc(OCC(=O)NCCc3c[nH]c4ccccc34)c12,-10%,·,·,·,·,-3%,-10%,6%,1.4%,-4.1%,5.7,80
Cc1cccnc1Sc1c([N+](=O)[O-])ncn1C,1%,i,-7,-8,-10,3%,4%,7%,-0.5%,-0.1%,-2.9,79
CCCCn1c(N)c(N(CC)C(=O)c2cc(C)cc(C)c2)c(=O)[nH]c1=O,-7%,·,·,·,·,0%,-6%,23%,-0.1%,0.8%,-0.7,43
CC1CCCC(C)N1C(=O)COC(=O)COc1ccccc1C#N (centres undefined),-1%,·,·,·,·,·,·,·,-0.8%,0.6%[50 µM],-0.9,58
CCN(CC)C(=O)c1ccc(/C=C/c2c[nH]c3ccccc23)[n+](C)c1,-62%,i,-1,-10,-1,10%,2%,0%,-0.5%,-0.2%,-2.7,58
COc1ccc(NS(=O)(=O)c2cc(NC(=O)c3ccc(C)s3)ccc2N2CCOCC2)cc1,2%,·,·,·,·,9%,0%,12%,0.0%,0.0%,3.4,50
Cc1cc(Cl)ccc1NNC(=O)c1snnc1C,-3%,·,·,·,·,9%,1%,3%,·,1.6%,1.0,56
CC(=O)c1cccc(NC(=O)C(Sc2ncnc3ccccc23)c2ccccc2)c1 (centres undefined),0%,i,-2,-4,3,7%,-2%,11%,2.4%,-0.5%[50 µM],3.3,57
COc1cc(C)c(NC(=S)Nc2cccc(Cl)c2)cc1OC,4%,i,-14,12,-4,-11%,-3%,-5%,0.8%,0.4%,-0.2,52
Cc1ccc(NC(=O)N2CCCC2C(=O)Nc2nnc(C(C)C)s2)cc1 (centres undefined),-2%,·,·,·,·,7%,-9%,44%,2.7%,-0.7%,0.5,52
COc1cc(C2C(C#N)=C(N)Oc3c2ccc2ccccc32)ccc1OCC(=O)Nc1cccc(C)c1 (centres undefined),-8%,i,5,12,-15,-3%,6%,1%,7.8%,0.3%,4.6,81
O=P(COc1ccccc1)(c1ccccc1)c1ccccc1,4%,i,-1,-20,-14,0%,-4%,-4%,1.4%,1.1%,-0.5,111
CCC(=O)Nc1ccc(CCC(=O)N2CCCC2)cc1,6%,·,·,·,·,1%,-6%,-2%,2.0%,0.5%,0.7,66
CCN(CCn1cccn1)Cc1nc(-c2ccccc2)no1,-2%,i,23,14,18,2%,7%,-6%,2.5%,3.1%,-0.9,58
Cc1ccccc1NC(=O)C(c1ccccc1)C1CCCC1 (centres undefined),-3%,i,-15,6,-2,9%,-6%,3%,3.0%,0.1%,1.3,84
COc1ccc(NC(=O)NCCN2CCN(c3cccc(Cl)c3)CC2)cc1,-17%,i,-1,14,2,-8%,0%,1%,-0.4%,5.9%,-1.6,48
CN(C)c1cc(Nc2ccc(O)cc2)c([N+](=O)[O-])c2nonc12,-11%,·,·,·,·,9%,-4%,2%,2.6%,1.3%[50 µM],1.3,55
O=C(CSc1nnnn1Cc1ccccc1)Nc1ccc2c(c1)OCO2,-13%,i,-2,-4,1,-1%,-1%,-5%,1.1%,0.1%,-3.0,40
O=c1c2ccccc2c(-c2ccccc2)nn1-c1ccccn1,-4%,i,1,-17,-6,8%,-9%,-7%,-1.1%,-0.5%,-0.6,37
COc1ccc(CC(=O)Nc2cc(C)ccn2)cc1,0%,i,0,8,-12,16%,-6%,-2%,0.2%,-0.8%,-0.5,59
CC1CCN(S(=O)(=O)c2ccc3nc(-c4ccccn4)cc(C(=O)NCCN(C)Cc4ccccc4)c3c2)CC1,-18%,i,17,0,-7,-15%,-26%,29%,·,0.6%,·,·
O=C(N/N=C/c1ccc(-c2cccc(C(F)(F)F)c2)o1)c1cccc(F)c1,-6%,i,10,66,75,3%,16%,9%,12%,9.3%,7.1,61
CCN(CC(=O)NCc1ccc(Cl)cc1)C(=O)/C=C/c1ccco1,-8%,i,8,3,-4,-5%,-2%,58%,0.2%,0.5%,-0.3,56
COc1cc(C(=O)N2CCN(S(=O)(=O)c3ccc(C)cc3)CC2)ccc1OCc1c(C)noc1C,-4%,i,15,-4,-5,0%,4%,10%,15%,-0.4%,-0.5,81
CCOc1ccc(C(=O)COC(C)=O)cc1,3%,i,18,11,9,-6%,-4%,8%,2.1%,0.6%,-1.1,64
Cc1ccc(C(=O)Nc2c(N)nc(SCC(=O)Nc3cc(C)on3)[nH]c2=O)cc1,2%,·,·,·,·,-14%,-6%,-1%,1.9%,0.0%,1.1,37
Cc1ccc(S(=O)(=O)NCCC(=O)O)cc1,-6%,i,-3,4,2,8%,-9%,3%,-0.5%,-0.4%,-0.1,50
COc1ccc(CNC(=O)c2cccc(S(=O)(=O)N3CCCCC3)c2)cc1OC,-5%,·,·,·,·,·,·,·,-0.1%,0.5%[50 µM],-1.0,54
COc1ccc(CSc2ncn[nH]2)cc1[N+](=O)[O-],1%,i,-4,-8,1,11%,3%,7%,2.5%,7.8%,-0.7,61
O=C(CNC(=S)NC(=O)c1ccc(Br)o1)c1ccccc1,7%,i,-6,0,-3,-16%,4%,4%,2.6%,3.0%[50 µM],2.9,81
CC1(C(=O)N2CCC(CC3CC(c4ccc(Cl)cc4)=NO3)(C(=O)NCC3CCCCC3)CC2)CC1 (centres undefined),1%,·,·,·,·,-11%,-12%,-4%,1.5%,0.1%,-0.5,99

# 6 structures already listed, ordered by molar mass, low to high.
SMILES,NS5 inhibitors,Autophagy HCS,Autophagy HCS cell loss 18 h,WT yeast gro inh,WT yeast gro inh mutant strain,GPR35 antagonists,LYP phosphatase,AID2073,RSV antiviral HEp-2,K1F lysis inhibition,NTR1 ag,NTR1 ag cell count 20 µM
COc1ccc(CC(=O)Nc2cc(C)ccn2)cc1,0%,i,0,8,-12,16%,-6%,-2%,0.2%,-0.8%,-0.5,59
COc1ccc(CSc2ncn[nH]2)cc1[N+](=O)[O-],1%,i,-4,-8,1,11%,3%,7%,2.5%,7.8%,-0.7,61
O=C(N/N=C/c1ccc(-c2cccc(C(F)(F)F)c2)o1)c1cccc(F)c1,-6%,i,10,66,75,3%,16%,9%,12%,9.3%,7.1,61
COc1ccc(CNC(=O)c2cccc(S(=O)(=O)N3CCCCC3)c2)cc1OC,-5%,·,·,·,·,·,·,·,-0.1%,0.5%[50 µM],-1.0,54
CC1(C(=O)N2CCC(CC3CC(c4ccc(Cl)cc4)=NO3)(C(=O)NCC3CCCCC3)CC2)CC1 (centres undefined),1%,·,·,·,·,-11%,-12%,-4%,1.5%,0.1%,-0.5,99
CC1CCN(S(=O)(=O)c2ccc3nc(-c4ccccn4)cc(C(=O)NCCN(C)Cc4ccccc4)c3c2)CC1,-18%,i,17,0,-7,-15%,-26%,29%,·,0.6%,·,·

# (listing goes on)
SMILES,NS5 inhibitors,Autophagy HCS,Autophagy HCS cell loss 18 h,WT yeast gro inh,WT yeast gro inh mutant strain,GPR35 antagonists,LYP phosphatase,AID2073,RSV antiviral HEp-2,K1F lysis inhibition,NTR1 ag,NTR1 ag cell count 20 µM
COc1ccc(N(CC(=O)NCc2ccccc2)S(=O)(=O)c2c(C)n[nH]c2C)cc1,-19%,·,·,·,·,-1%,-13%,-3%,1.0%,0.4%,-0.9,59
CNC(=O)CC1C(=O)N(Cc2ccccc2)C(=S)N1NC(=O)c1cccc(F)c1 (centres undefined),1%,i,0,1,3,-3%,-4%,4%,2.3%,2.9%[50 µM],-2.0,69
O=C(CSCC(=O)NC1CC1)Nc1ccccc1,-10%,i,-3,9,6,8%,-8%,2%,0.8%,0.4%,-1.9,65
CC(=O)Nc1ccc(S(=O)(=O)Nc2ccc(S(=O)(=O)N3CCCC3)cc2)cc1,-2%,i,4,-12,4,2%,-4%,0%,-1.2%,-0.4%[50 µM],0.2,51
Cc1cc(C(=O)NNS(=O)(=O)c2cccc(Cl)c2)nn1C(C)(C)C,4%,·,·,·,·,-2%,-9%,-1%,0.0%,-2.0%,1.3,56
Nc1nc(Nc2ccccc2F)nc(NC2CCCCC2)c1[N+](=O)[O-],0%,·,·,·,·,-7%,-4%,6%,6.6%,0.3%,43*,83*
O=C(Nc1ccc(F)cc1)c1ccc(COc2ccccc2)cc1,-12%,i,4,-7,10,-13%,-2%,20%,1.9%,0.3%,1.5,74
CC(C)CCNc1nc2c(c(=O)[nH]c(=O)n2C)n1CC(O)COC(C)C (centres undefined),-5%,i,-1,-1,7,-16%,1%,2%,-0.1%,-0.2%,-0.5,58
Cc1ccc(Cl)cc1NS(=O)(=O)c1ccc(-n2cccn2)cc1,3%,·,·,·,·,7%,-6%,6%,0.0%,-0.1%,2.1,64
CN1Cc2sc(N)c(C#N)c2CC1(C)C,8%,·,·,11,22,5%,-8%,-7%,1.0%,0.8%,12,35
CCOC(=O)c1cc(-c2cccc([N+](=O)[O-])c2)nc2[nH]c(=O)[nH]c(=O)c12,-1%,i,-32,6,2,-2%,-2%,-3%,0.8%,0.0%,-1.1,87
O=c1c2c(nc3cc(-c4ccccc4)[nH]n13)CCC2,-7%,i,12,18,2,-7%,-6%,8%,1.6%,0.0%,0.8,58
Cc1ccc(CNC(=O)CN2CCC(C(N)=O)CC2)cc1,-8%,i,14,-6,-1,12%,-11%,-1%,-0.2%,0.5%,-1.9,61
COC(=O)c1cc2c(cc1NC(=O)CSCCc1ccccn1)OCO2,4%,i,13,-4,6,-5%,-4%,-2%,2.1%,-0.1%,1.0,52
N#Cc1nc(-c2ccco2)oc1NCCCN1CCOCC1,-3%,i,-4,1,8,-12%,-5%,0%,0.7%,8.9%,1.8,55
Cc1ccc(S(=O)(=O)N(CC(=O)N/N=C/c2ccco2)Cc2ccccc2)cc1,-3%,i,15,9,11,8%,9%,4%,1.2%,-0.4%,0.9,58
O=C(O)Cc1coc2cc3c(cc12)CCC3,2%,i,24,12,17,2%,-9%,1%,3.8%,0.1%,1.5,68
Cc1cc(C)n2cnnc2n1,·,·,·,·,·,-3%,-10%,-8%,1.0%,·,-0.1,47
